# From PubChem
# 697 NFkB inh: inhibitors of the PMA/ionomycin-induced NF-kB reporter in 697 B cells; actives 0.33% (n = 330,000); 697 B-cell NF-kB luciferase reporter, 16 h; AID 435022; inhibition, % at 4 µM; in the data active means inhibition above about 35%
# CCR6 antag: antagonists of human CCR6 receptor. P51684. CHO-K1 CCR6 PathHunter beta-arrestin, luminescence, CCL20-stimulated. inhibition, % at 20 µM. actives 0.49% (n = 340,000);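 active means compounds whose inhibition of the agonist-driven luminescence signal at 20 µM reaches about 50%, limit read from the data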;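 further: cells stimulated with CCL20 at 14 nM final; plate controls were DMSO with CCL20 for no effect and DMSO without agonist for full effect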
# CXCR6 block: inhibitors of human CXCR6 receptor | O00574 | CHO-K1 PathHunter CXCR6 beta-arrestin, luminescence | inhibition, % at 20 µM | actives 0.36% (n = 360,000) | AID 602244; in the data active means inhibition above about 34%, passing the limit was not always enough;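 further: antagonist mode with CXCL16 agonist at 10 nM final; 0% = 10 nM CXCL16 with DMSO and 100% = unstimulated wells without agonist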
# Target sequence (O00574 whole entry, looked up): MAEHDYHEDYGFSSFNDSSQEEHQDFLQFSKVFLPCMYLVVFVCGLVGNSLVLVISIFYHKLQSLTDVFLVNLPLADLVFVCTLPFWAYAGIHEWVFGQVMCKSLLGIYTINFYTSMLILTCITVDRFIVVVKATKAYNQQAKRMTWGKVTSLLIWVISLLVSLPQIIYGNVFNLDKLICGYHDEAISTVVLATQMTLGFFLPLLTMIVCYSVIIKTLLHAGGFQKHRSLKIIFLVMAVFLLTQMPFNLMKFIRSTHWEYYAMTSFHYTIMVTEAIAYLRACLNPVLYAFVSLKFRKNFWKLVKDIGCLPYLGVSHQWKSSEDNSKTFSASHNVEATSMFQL
# EBI2 block: blocks human EBI2 receptor beta-arrestin signaling; EBI2 beta-arrestin recruitment, luminescence, 7a,25-OHC stimulated; inhibition, % at 5 µM; actives 0.81% (n = 360,000); in the data active means inhibition above about 38%;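 further: enzyme fragment complementation signal reports receptor beta-arrestin coupling in cells; 0% = agonist plus DMSO wells and 100% = wells without agonist; some results beyond the cut were filed as inactive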
# Jurkat NFkB inh: lowers PMA/ionomycin-induced NF-kB signal in Jurkat cells. PMA/ionomycin-induced NF-kB luciferase reporter, luminescence. inhibition, % at 4 µM. actives 0.53% (n = 330,000). AID 435003; in the data active means inhibition above about 50%
# UBC13 inh: human UBC13 polyubiquitination inhibition; inhibition, % at 20 µM; UBC13 polyubiquitin chain formation, TR-FRET; P61088; actives 0.47% (n = 330,000); in the data active means inhibition above about 45%, passing the limit was not always enough
# Target sequence (P61088 whole entry, looked up): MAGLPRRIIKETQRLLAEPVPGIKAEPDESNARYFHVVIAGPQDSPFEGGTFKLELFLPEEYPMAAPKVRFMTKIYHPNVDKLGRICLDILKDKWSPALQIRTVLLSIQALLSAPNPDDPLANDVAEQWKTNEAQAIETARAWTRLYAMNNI
# APJ antag: blocks the human apelin receptor APJ; inhibition, % at 20 µM; CHO-K1 APJ beta-arrestin complementation, luminescence; AID 2521; P35414; actives 0.32% (n = 330,000);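 active means inhibition above about 40% at 20 µM, limit read from the data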;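 further: cells challenged with 10 nM apelin-13 agonist together with compound; plate controls were apelin-13 plus DMSO wells for no effect and DMSO wells lacking apelin-13 for full effect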
# Target sequence (P35414 whole entry, looked up): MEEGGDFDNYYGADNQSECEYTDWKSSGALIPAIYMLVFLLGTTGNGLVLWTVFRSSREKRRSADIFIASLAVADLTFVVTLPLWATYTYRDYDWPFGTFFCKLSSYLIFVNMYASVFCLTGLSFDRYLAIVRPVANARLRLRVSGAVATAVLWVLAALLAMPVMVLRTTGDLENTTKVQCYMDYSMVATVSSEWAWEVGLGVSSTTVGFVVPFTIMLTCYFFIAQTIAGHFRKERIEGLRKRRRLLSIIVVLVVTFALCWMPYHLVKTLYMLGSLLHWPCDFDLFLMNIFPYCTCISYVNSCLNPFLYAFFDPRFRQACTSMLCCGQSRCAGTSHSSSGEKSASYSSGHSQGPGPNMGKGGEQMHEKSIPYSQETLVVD
# Gli-Sufu antag: Gli-Sufu pathway antagonism. Sufu-KO-LIGHT fibroblasts, Gli luciferase reporter luminescence. inhibition, % at 5 µM. actives 0.74% (n = 340,000). AID 588413;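 active means inhibition above about 55%, limit read from the data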;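 further: 0% = DMSO-treated cells and 100% = wells with medium but no cells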
# Active calls of the source: *; nt = no result given.
SMILES	APJ antag	CXCR6 block	UBC13 inh	697 NFkB inh	CCR6 antag	Jurkat NFkB inh	Gli-Sufu antag	EBI2 block
O=C(CN1C(=O)NC2(CCCc3ccccc32)C1=O)c1ccc(F)cc1 (stereo not drawn)	4	6	-14	-9	13	-13	-4	-3
COc1ccc(-c2noc(N3CCC(C(=O)Nc4ccc(OC)c(OC)c4)CC3)n2)cc1	4	1	2	47*	10	17	-6	4
Cc1cc(C)c2c3c(sc2n1)C(=O)N(C)CC(=O)N3	1	-12	13	8	-13	12	6	-3
CSc1ccc(Cl)c(C(=O)OCC(=O)N2CCN(c3ccccc3)CC2)c1	20	-4	7	14	15	11	-4	5
CCOc1ccc2ccccc2c1/C=N/NC(=O)c1ccncc1	12	1	-1	4	7	-1	-1	2
CC(C)N(CC(N)=O)c1ncnc2sc(-c3ccccc3)cc12	10	1	4	24	7	-16	-1	15
CCCOC(=O)c1ccc(NS(=O)(=O)c2cccs2)cc1	6	2	-13	-10	0	-12	3	-2
COc1cccc(OC)c1C(=O)NC(=O)Nc1c(C)cccc1C	39	-2	2	-1	3	-20	1	-2

# Single entries from the results shown.
# Result of `CSc1ccc(Cl)c(C(=O)OCC(=O)N2CCN(c3ccccc3)CC2)c1` under UBC13 inh: 7
# Result of `COc1cccc(OC)c1C(=O)NC(=O)Nc1c(C)cccc1C` under CXCR6 block: -2
# Result of `COc1ccc(-c2noc(N3CCC(C(=O)Nc4ccc(OC)c(OC)c4)CC3)n2)cc1` under 697 NFkB inh: 47*
# Result of `CC(C)N(CC(N)=O)c1ncnc2sc(-c3ccccc3)cc12` under CCR6 antag: 7

# Next section
SMILES	APJ antag	CXCR6 block	UBC13 inh	697 NFkB inh	CCR6 antag	Jurkat NFkB inh	Gli-Sufu antag	EBI2 block
CC1CN(C2CCCCC2)C(=S)NC1=O (stereo not drawn)	nt	3	nt	nt	3	nt	0	2
O=C1CN(C(=O)COC(=O)c2ccc(Cl)cc2)c2ccccc2N1	6	-10	5	17	5	7	-7	6
CC1(C)CC(=O)C(C=NCCN2CCN(C(=S)Nc3cccc(Cl)c3)CC2)=C(O)C1	14	7	6	8	3	3	5	-8
CCOC(=O)c1c(NC(=O)CSc2nc3cc(Cl)ccc3c(=O)n2Cc2ccco2)sc(C(=O)N(C)C)c1C	1	18	-8	6	17	10	28	20
CC(=O)c1cccc(N(CC(=O)NC2CCCCC2)C(=O)CCC(=O)Nc2nc(C)cs2)c1	13	-5	4	-10	-1	-1	23	5
CC(C)(CNC(=O)c1cc(=O)[nH]c2ccccc12)N1CCOCC1	5	-5	2	21	-10	5	0	4
Cc1ccc(Sc2ccc(NC(=O)CCl)cc2)cc1C	4	-11	6	26	-7	-2	18	10
O=C(CCCC(=O)c1ccccc1)NCc1ccccc1	-8	3	4	14	7	-28	37	-8
CC(=O)Nc1cccc(-c2nc3ccccc3s2)c1C	-5	2	-7	-43	-12	-40	-13	-12
COc1ccc(NC(=O)N2CCCC(C(=O)NCCc3ccccc3)C2)cc1 (stereo not drawn)	-20	4	-9	-14	9	-16	-17	30
CCOC(=O)CNC(=O)c1ccc2[nH]c3ccccc3c2c1	1	7	10	-14	2	-27	-3	1
Cc1ccc(C)c(NC(=O)CN(C)C(=O)COc2cccc3c2OC(C)(C)C3)c1	25	0	3	18	11	-1	2	-2
O=C(COc1ccccc1[N+](=O)[O-])N1CCCc2ccccc21	19	2	-3	-13	7	-9	15	6
Cc1ncc([N+](=O)[O-])n1Cc1ccc(Cl)cc1	-10	2	-5	7	11	4	4	2
Fc1c(F)c(F)c(SCn2cc(Br)cn2)c(F)c1F	-4	5	4	16	10	-2	0	10
CC(=O)Nc1ccc(S(=O)(=O)Nc2nc3ccccc3nc2Nc2cccc(O)c2)cc1	-12	0	-3	7	0	-12	6	6
CC(=O)c1ccc(NC(=O)CSc2nccn2C)cc1	-3	10	-9	-22	8	-29	-15	-1
CSc1nc2ccc(NS(=O)(=O)c3ccc(Br)s3)cc2s1	-3	2	-4	-8	-6	-2	8	5
O=C(Nc1ccnn1C1CCN(Cc2ccccc2OCCO)CC1)c1cccc(F)c1	2	1	8	-5	-4	-4	16	2
COc1ccc(CNC(=O)C2COc3ccccc3O2)c(OC)c1 (stereo not drawn)	-30	4	9	-13	10	-13	-15	-2
CCOc1ccccc1NC(=O)c1cc(-c2ccccn2)nc2ccccc12	-25	0	-8	4	6	-1	1	-12
Cc1ccc2c(c1)C1(SCCS1)C(=O)N2	-10	6	14	14	-11	10	7	-4
CC(C)(CC(=O)O)CC(=O)N1CCN(c2nc3ccc(Cl)cc3s2)CC1	10	1	-5	-8	11	-21	-3	-7
Cc1cc(C)cc(OCCNC(=O)C2CCN(S(=O)(=O)c3ccccc3)CC2)c1	-10	6	0	8	7	9	-5	15
C=CCn1c(COc2ccc(OC)cc2)nnc1SC(C)C(=O)NC1CC1 (stereo not drawn)	-4	-1	8	6	-3	1	-7	5
CCN(CC)S(=O)(=O)c1ccc(/C=C/C(=O)OCC(=O)NCc2cccs2)cc1	6	5	4	16	4	4	-11	-4
COc1ccc(-c2csc(NC(=O)c3ccc(S(C)(=O)=O)cc3)n2)cc1	2	-12	-18	-56	15	-14	9	5
CCOc1ccc(CN2CCNC(=O)C2CC(=O)N(C)C2CCCCC2)cc1 (stereo not drawn)	13	1	2	-9	6	9	-17	-15
O=C(NCCCN1CCN(C2CCCCC2)CC1)Nc1ccccc1C(F)(F)F	3	-2	3	5	17	-12	8	-7
COc1ccc(S(=O)(=O)N2CCCCCC2)cc1C(=O)N(C)CC(=O)Nc1c(Cl)cccc1Cl	19	-7	-2	4	3	-1	0	-2
CN1CCN(S(=O)(=O)c2ccc3c(c2)C(C)(C)C(=O)N3C)CC1	20	-1	-3	15	-7	6	4	-2
Nc1nc(-c2cccnc2)nn1C(=O)c1ccccc1Cl	nt	4	nt	nt	7	nt	-5	9
O=C(NCc1ccc(Cl)s1)c1cc(COc2c(F)cccc2F)on1	-10	-4	4	10	13	-5	-19	8
Cc1nn(C)c(C)c1S(=O)(=O)N(CC(=O)NCc1cccs1)c1ccc(C(C)C)cc1	-1	6	0	3	14	3	0	5
CC(=O)N1N=C(C)CC1c1ccc(OCc2ccccc2)cc1 (stereo not drawn)	4	3	2	1	-3	-8	-5	-4
Cc1cc(C)n2ncc(C(=O)Nc3ccc4c(c3)OCO4)c2n1	6	-3	-18	-4	28	-5	5	5
CC(Oc1cccc(Cl)c1)C(=O)Nc1cc(=O)n(C)c(=O)n1C (stereo not drawn)	7	-5	1	6	6	1	3	-1
COC(=O)c1sccc1NC(=O)Nc1ccc(OC)c(OC)c1	14	-3	-6	5	3	-18	-38	-2
O=C(Nc1ncc(S(=O)(=O)c2ccc([N+](=O)[O-])cc2)s1)c1cccc2ccccc12	-10	-3	-14	14	-10	-8	6	-10
CNC(=O)CC1C(=O)N(C)C(=S)N1NC(=O)c1ccccc1 (stereo not drawn)	12	0	3	18	1	-8	8	-10
COC(=O)c1ccccc1NC(=O)NC1CCCC1	8	1	13	11	2	2	-2	-12
COCCCNC(=O)c1ccc2c(c1)CCN2S(C)(=O)=O	-11	4	15	18	3	-6	-5	-8
CCOc1ccc2[nH]c(C)cc(=O)c2c1	-1	5	4	15	16	9	0	-2
O=C(CN1CCOCC1)Nc1ccc(Oc2ccc(NC(=O)CN3CCOCC3)cc2)cc1	-20	-8	-5	23	1	10	-5	-9
CCN1CCN(C(CNS(=O)(=O)c2ccccc2)c2ccccc2)CC1 (stereo not drawn)	2	2	-2	24	-3	8	4	1
O=C(CSc1nc2ccc([N+](=O)[O-])cc2[nH]1)NC1CCCCCC1	9	11	16	-1	12	11	18	11
Cc1cc(S(=O)(=O)N2CCCC(N3CCOCC3)C2)c(C)cc1Cl (stereo not drawn)	2	-4	-8	-49	7	9	-5	5
COc1ccc(CNCc2cc3c(C(C)(C)C)nn(-c4ccccc4)c3[nH]c2=O)cc1	20	-2	8	-2	12	18	0	5
CN1CCN(Cc2cn(C)nc2-c2ccccc2F)CC1c1ccccc1 (stereo not drawn)	0	-8	-4	21	10	-2	19	-1
Cc1c(C(=O)Nc2ccc(-c3nnc4n3CCCCC4)cc2)oc2ccc(Br)cc12	4	-3	28	-41	19	-7	52	8
CC(=O)NNc1ncnc2c1cnn2-c1ccc(C)c(C)c1	-13	-6	18	-13	-2	-19	-13	0
O=C(CSc1nnc(Cn2c(=O)sc3ccccc32)n1-c1ccccc1)NCC1CCCO1 (stereo not drawn)	4	-1	2	-3	-12	9	-6	-4
CC1=C(C(=O)OC(C)C)C(C)NC(=O)N1 (stereo not drawn)	0	-6	5	15	-2	10	0	-2
O=C(Nc1ccc(OCC(=O)N2CCOCC2)cc1)c1cccc(Cl)c1	-8	2	6	4	10	5	-8	4
CCOc1nc(NCc2ccco2)nc(Nc2ccccc2F)n1	4	8	7	-49	11	-50	-43	10
O=C(NCc1ccccc1F)C1CCCN(C(=O)NC2CCCCC2)C1 (stereo not drawn)	-3	1	-11	-11	-1	12	11	-12

# (further entries)
SMILES	APJ antag	CXCR6 block	UBC13 inh	697 NFkB inh	CCR6 antag	Jurkat NFkB inh	Gli-Sufu antag	EBI2 block
Cc1cscn1	3	0	8	-10	2	-4	-22	8
Oc1ccc(Br)cc1-c1cc(-c2ccccc2F)[nH]n1	-9	9	8	-27	2	-32	-5	38
O=C(Nc1ccc2c(c1)OCO2)C1CC(c2ccc(F)cc2)=NO1 (stereo not drawn)	-12	5	2	-19	-13	0	6	-1
COc1ccc(S(=O)(=O)NCC2CCCN(CC(C)(C)C)C2)cc1 (stereo not drawn)	-1	-16	-14	-3	1	5	13	0
Cc1nnc2ccc(-c3ccc(NS(=O)(=O)c4ccccc4F)cc3)nn12	9	6	-4	18	0	-14	-1	9
NC(=O)c1ccccc1N/C=C/C(=O)c1ccccc1	0	3	-9	-149	6	-141	-134	10
O=C1CC(c2c[nH]c3ccccc23)C(=O)N1c1ccccc1 (stereo not drawn)	-27	-10	0	-3	-4	-4	2	-2
Cc1cc(Br)ccc1NS(=O)(=O)c1c(C)[nH]c(=O)[nH]c1=O	0	-13	-7	-6	9	-4	27	-14
CCCCS(=O)CC(COC)OC(=O)c1ccccc1 (stereo not drawn)	-4	-11	-18	-9	8	-17	-23	-8
Cc1ccc(C(Sc2ccccc2)C(Cn2cncn2)C(=O)c2ccccc2)cc1 (stereo not drawn)	18	15	9	17	2	15	0	29
CCN(CC)C(=O)c1sc(NC(=O)C(C)C)c(C#N)c1C	7	0	8	17	-7	-2	2	-25
COc1ccc(C(=O)N2CCN(C(=O)Cc3ccccc3)CC2)cc1	6	-3	9	15	7	3	-1	0
CCN(CC)S(=O)(=O)c1ccc(OC)c(NC(=O)c2ccc(N3CCCC3=O)cc2)c1	2	1	-1	17	2	3	2	8
C=CCN(CC(=O)NC1CCS(=O)(=O)C1)S(=O)(=O)c1ccccc1C(F)(F)F (stereo not drawn)	2	-3	-17	-10	-1	-13	6	-10
CC(C)(C)OC(=O)N/N=C/c1cn(-c2ccccc2)nc1-c1cccnc1	1	-1	1	4	8	-5	25	11
Cc1n[nH]c(C)c1S(=O)(=O)N1CCCC(C(=O)Nc2ccc3c(c2)OCCO3)C1 (stereo not drawn)	0	nt	3	13	nt	-2	nt	nt
Nn1c(SCC(=O)NCCC2=CCCCC2)nnc1-c1cccnc1	-6	-6	-4	12	10	-8	4	-2
Cc1ccc2nc(N3CCN(S(=O)(=O)c4ccc(C)c(Cl)c4)CC3)c(C#N)cc2c1	7	5	42	22	-29	12	9	7
COc1cc(NC(=O)c2cccs2)c(C(=O)OCC(=O)c2cc(C)n(-c3ccccc3)c2C)cc1OC	6	9	12	9	3	35	12	2

# Whole records, looked up by structure. Values in the order: APJ antag | CXCR6 block | UBC13 inh | 697 NFkB inh | CCR6 antag | Jurkat NFkB inh | Gli-Sufu antag | EBI2 block
# `Nn1c(SCC(=O)NCCC2=CCCCC2)nnc1-c1cccnc1` is entered as -6 | -6 | -4 | 12 | 10 | -8 | 4 | -2
# `CCN(CC)C(=O)c1sc(NC(=O)C(C)C)c(C#N)c1C` is entered as 7 | 0 | 8 | 17 | -7 | -2 | 2 | -25
